# V-ATPase pH: regulators of yeast V-ATPase proton transport | S. cerevisiae, pHLuorin cytosolic pH fluorescence | response, % at 10 µM | 350,000 compounds, 0.37% hits; in the data active means response mostly above about 7.3%, no sharp cut-off; inactive means mostly below about 5.4%; further: actives read high; inactives centre near 0; some compounds called inactive have numbers as strong as hits; reference of the scale not given here
# LANA DNA inh: blocks KSHV LANA C-terminal domain binding to DNA. MBP-C-LANA/FAM-LBS DNA binding, fluorescence polarization. inhibition, % at 9 µM. 340,000 compounds, 0.078% hits;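 active means highest replicate inhibition at or above 60% at 9 µM, even if other replicates fall short; inactive means all replicates below 60% inhibition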;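 further: 0% = neutral control wells and 100% = 4 µM acridine orange control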
# OPRM1-OPRD1 ag: agonists of human mu-delta opioid receptor heterodimerization. P35372+P41143. cells, OPRM1-OPRD1 heterodimerization, luminescence. activation, % at 9.3 µM. 340,000 compounds, 0.3% hits; in the data active means activation above about 18%;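 further: 0% = vehicle-treated cells and 100% = reference agonist; values of inactives mirror those of a sister screen read the other way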
# RTF Ca sens inh: cardiac RTF calcium desensitization; P19429+P45379; IANBD-labeled cardiac RTF, Ca2+ fluorescence; inhibition, % at 7.15 µM; 340,000 compounds, 0.12% hits; AID 493244;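 active means inhibition above the mean inhibition of all tested compounds plus 3 SD, cut at about 17% in these data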;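 further: assay run at fixed EC70 calcium of 1.6 mM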
# MOR-DOR inv ag: inverse agonist of human OPRM1-OPRD1 heterodimerization. AID 504357. cell-based MOR-DOR heterodimer luminescence, inverse agonism. 340,000 compounds, 0.21% hits. inhibition, % at 9.3 µM. P35372+P41143; in the data active means inhibition above about 22%, passing the limit was not always enough;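 further: 0% = cells with DMSO and 100% = wells without cells with DMSO; values of inactives mirror those of a sister screen read the other way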
# Keap1 Nrf2 FP: Keap1-Nrf2 (human) interaction inhibition; Keap1 Kelch-Nrf2 peptide fluorescence polarization, 1536-well; 340,000 compounds, 0.15% hits; Q14145; inhibition, % at 9.4 µM; in the data active means inhibition above about 12%;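 further: human Keap1 Kelch domain with fluorescein labeled Nrf2 9mer peptide probe; 0% = neutral control wells and 100% = peptide positive control; higher means more block of Keap1 binding to Nrf2 peptide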
# Target sequence (Q14145 whole entry, looked up, the tested form may be a part): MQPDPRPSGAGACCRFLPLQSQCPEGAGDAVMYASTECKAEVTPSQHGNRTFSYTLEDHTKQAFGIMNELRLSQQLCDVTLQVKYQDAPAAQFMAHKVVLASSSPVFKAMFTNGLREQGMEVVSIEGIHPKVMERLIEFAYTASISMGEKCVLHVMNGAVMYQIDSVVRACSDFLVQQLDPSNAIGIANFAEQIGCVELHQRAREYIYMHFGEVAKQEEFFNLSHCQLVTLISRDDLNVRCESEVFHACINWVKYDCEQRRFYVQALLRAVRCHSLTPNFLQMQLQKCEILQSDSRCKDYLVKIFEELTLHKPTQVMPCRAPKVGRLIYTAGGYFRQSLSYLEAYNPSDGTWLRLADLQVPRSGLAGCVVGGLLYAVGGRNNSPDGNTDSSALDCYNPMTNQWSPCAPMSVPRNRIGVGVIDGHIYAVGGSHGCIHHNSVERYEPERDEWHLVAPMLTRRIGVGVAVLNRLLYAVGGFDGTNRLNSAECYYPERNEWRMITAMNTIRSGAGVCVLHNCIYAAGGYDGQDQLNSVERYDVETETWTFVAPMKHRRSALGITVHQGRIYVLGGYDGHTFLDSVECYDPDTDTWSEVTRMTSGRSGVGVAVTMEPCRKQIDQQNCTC
# HTR5A inv ag: HTR5A inverse agonism, opioid heterodimer counter-screen | P47898 | HTR5A cell line, luminescence | inhibition, % at 9.3 µM | 340,000 compounds, 0.083% hits; in the data active means inhibition mostly above about 23%, no sharp cut-off; inactive means mostly below about 18%;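 further: 0% = cells with DMSO and 100% = no-cell wells with DMSO; some compounds called inactive have numbers as strong as hits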
# Target sequence (P47898 whole entry, looked up): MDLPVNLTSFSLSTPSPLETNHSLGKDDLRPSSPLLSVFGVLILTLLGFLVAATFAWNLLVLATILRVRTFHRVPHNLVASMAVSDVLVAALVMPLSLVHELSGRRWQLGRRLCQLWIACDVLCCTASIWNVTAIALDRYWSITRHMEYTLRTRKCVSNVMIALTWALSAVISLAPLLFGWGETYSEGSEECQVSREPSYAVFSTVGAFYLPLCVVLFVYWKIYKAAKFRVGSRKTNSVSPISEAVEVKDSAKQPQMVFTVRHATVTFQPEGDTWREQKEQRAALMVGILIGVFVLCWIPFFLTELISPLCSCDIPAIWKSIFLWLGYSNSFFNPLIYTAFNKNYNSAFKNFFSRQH
# CAL PDZ FP: CAL PDZ (human) peptide binding inhibition. inhibition, % at 24.9 µM. purified CAL PDZ, TMR-peptide fluorescence polarization, 1 h. 300,000 compounds, 0.92% hits. Q9HD26;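 active means mean inhibition of at least 30% with at least half of replicates also reaching 30%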;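 further: 0% = DMSO neutral control and 100% = excess unlabeled competitor peptide PRC23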
# HTR5A ag: activates human HTR5A in OPRM1-OPRD1 agonist counter-screen. HTR5A agonist assay, luminescence, cell-based. activation, % at 9.3 µM. 340,000 compounds, 0.61% hits. AID 504692; in the data active means activation mostly above about 9.5%, no sharp cut-off; inactive means mostly below about 7.6%;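 further: 0% = cells with vehicle only and 100% = reference agonist; strong numbers were not always called active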
# cardiac RTF act: increases calcium sensitivity of human cardiac regulated thin filaments | P19429+P45379 | IANBD-labeled TnC RTF fluorescence at EC20 calcium; 0% EC20 calcium, 100% full calcium | activation, % at 7.2 µM | 340,000 compounds, 0.24% hits | AID 493008;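 active means activation above the mean over all tested compounds plus 3 SD, cut at about 30% in these data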;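 further: rise in fluorescence read as greater calcium sensitivity of cardiac thin filaments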
# Starred values were filed as active, the others as inactive; nt = not tested or not shown; & = joins results of further samples.
SMILES	V-ATPase pH	LANA DNA inh	OPRM1-OPRD1 ag	RTF Ca sens inh	MOR-DOR inv ag	Keap1 Nrf2 FP	HTR5A inv ag	CAL PDZ FP	HTR5A ag	cardiac RTF act
Cc1ccc(NC(=O)CSc2nnc3ccccn23)cc1S(=O)(=O)N1CCOCC1	0	-2.2	1.6	-9	-8	-1	1	-1	0	0
COc1ccc(CCNC(=O)/C(C#N)=C2\N=C(NC(=O)c3cccs3)c3ccccc32)cc1	5	-4.3	-2.5	4	13	6	-6	-3	2	2
CCOC(=O)c1cnc2c(ccc3ccccc32)c1NCCCN(C)C	1	-9.6	0.5	-15	-3	0	12	-2	-3	-1
CCOC(=O)n1n[n+]([O-])c2ccccc21	-1	0.8	-1.2	-11	6	-3	2	1	-1	5
CC(C)(C)NC(=O)C(=O)N/N=C/c1ccc(F)cc1	-2	0.1	-1.4	8	9	-3	21	-2	0	2
CC(C)N(C(=O)N1CCN(c2ccnc3cc(Cl)ccc23)CC1)C(C)C	0	1.2	2.2	-15	-10	-1	-4	-4	1	-6
CCOC(=O)Nc1cccc(NC(=O)c2ccccc2F)c1	6	18	-3.3	-8	16	-2	8	nt	-1	-5
CC(=O)N1c2ccc(S(=O)(=O)N3CCCCC3)cc2CC1C(=O)Nc1cccc(C)c1 (configuration not stated)	-2	-0.5	-0.4	-5	2	-3	-3	3	2	-3
Cc1cccc(OCC(=O)NNC(=O)c2cccs2)c1	-3	-1.1	-2.8	3	15	2	-4	0	2	-1
CC(=O)N(C(C)=O)N1C(=O)C2C3c4ccccc4C(c4ccccc43)C2C1=O (configuration not stated)	-1	1.3	-0.1	-16	0	0	-9	nt	2	3
CC(C)(C)NC(=O)CN1CCC(NC(=O)C23CC4CC(CC(C4)C2)C3)CC1	0	0.8	-1.0	2	6	4	-13	nt	2	-1
COc1ccc(C(=O)CSc2cc(C)nc(SCC(=O)c3ccc(C)cc3)n2)cc1	-2	-0.7	-2.1	-45	11	3	3	4	-1	3
COC(=O)c1cc(C(=O)OCC(=O)NCc2cccs2)cc([N+](=O)[O-])c1	-6	-0.7	-0.2	-8	1	-3	-19	0	-5	-1
CC(C)(C)c1cc(N)on1	2	0.8	-3.5	-7	18	0	-14	1	1	-4
Cn1c(-c2ccco2)nc2cc3ccccc3cc21	4	0.1	-3.1	-15	16	-1	-3	-2	13	-3
Cc1ccc2cccc(OCc3ccc(Br)cc3)c2n1	3	-0.4	-3.0	2	13	-5	0	-4	0	4
CC(=O)N(C(C)=O)c1cccc(N(Cc2ccccc2)Cc2ccccc2)c1	0	0.0	4.1	1	-20	-4	9	-1	-2	-2
Cc1cc(C(=O)CN2C(=O)c3ccccc3C2=O)c(C)n1C1CC1	4	2.0	0.0	-4	0	-6	2	-2	3	5
O=[N+]([O-])c1ccc(NN=Cc2cccc3ccccc23)nc1	-4	2.0	1.1	-15	-6	0	-17	-3	4	16
Oc1ccc(/C=N/N2CCN(C3c4ccccc4-c4ccccc43)CC2)cc1	0	-1.2	5.5	-7	-28	-1	-15	-1	6	-4
O=C(NCc1ccco1)c1cc(C(=O)C2CCCCC2)c[nH]1	1	-0.7	-1.7	-3	9	2	-6	4	5	0
O=C(CCS(=O)(=O)c1ccccc1)Nc1nc(-c2ccccn2)cs1	1	0.1	-0.8	-8	5	0	11	1	2	2
CCCCNC(=O)CSc1nc2ccc(N3CCOCC3)cc2c(=O)n1Cc1ccc(OC)cc1	4	-1.7	-0.8	19*	4	-6	1	4	0	1
CCOC(=O)N1CCN(S(=O)(=O)c2ccc(C)cc2)C1c1ccccc1 (configuration not stated)	5	-0.6	-2.2	-1	12	3	-5	-1	3	10
O=C(CSC(=S)N1CCN(c2ccccc2)CC1)Nc1nc(-c2ccccc2)c(-c2ccccc2)o1	4	-0.2	-3.3	2	17	-4	12	-1	-4	-1

# (listing goes on)
SMILES	V-ATPase pH	LANA DNA inh	OPRM1-OPRD1 ag	RTF Ca sens inh	MOR-DOR inv ag	Keap1 Nrf2 FP	HTR5A inv ag	CAL PDZ FP	HTR5A ag	cardiac RTF act
COc1cc(NC(=O)CSc2nnc(C)s2)cc(OC)c1	-2	0.0	-2.6	-3	12	1	-12	-4	5	0
CCCCCC1CC(=O)N(Cc2ccccc2)C(=O)N1 (configuration not stated)	1	-1.2	0.8	-15	-4	3	1	-2	-2	-2
O=C(C1=C[C@H](C2CC2)C[C@H](OCCCCO)O1)N1CCN(Cc2ccc3c(c2)OCO3)CC1	2	-1.6	-2.8	2	15	-7	-21	-4	-1	-4
CCCCN(C(=O)C1CCCC1)c1c(N)n(CC(C)C)c(=O)[nH]c1=O	-2	-0.4	-2.8	-3	12	4	-4	-1	1	1
CCCCC(=O)Nc1ccc(NC(=O)c2ccc([N+](=O)[O-])cc2)cc1OC	1	-0.6	2.8	2	-14	-5	0	1	0	-1
CCN(C(=O)C1CCN(S(=O)(=O)c2cccc3nonc23)CC1)c1ccccc1	-2	0.6	-1.7	-7	9	2	2	nt	0	2
COc1cccc(NC(=O)CN(C)C(=O)c2cccc(S(=O)(=O)Nc3ccc(C)cc3)c2)c1	5	0.1	-2.9	-9	12	1	-2	2	1	-1
CCOC(=O)C1CCN(C(=O)CSc2ccc(Cl)cc2)CC1	-5	0.0	-0.7	-1	4	4	9	15	-1	-2
CC(=O)Nc1ccc(NC(=O)CS(=O)(=O)c2cn(CC(=O)N3CCCC3)c3ccccc23)cc1	2	-1.5	1.2	0	-4	-4	2	0	5	12
Cc1ccccc1CNC(=O)CCc1ccccc1	0	-1.7	nt	nt	nt	-3	nt	2	nt	nt
Cc1cnc(CN2CCc3c([nH]c4ccccc34)C2CC(C)C)[nH]1 (configuration not stated)	-1	-0.2	-0.1	-7	1	-6	8	-4	-3	5
COc1ccc(/C(N)=N/OC(=O)c2cccc([N+](=O)[O-])c2C)cc1OC	4	1.9	3.7	-6	-20	0	-18	-1	7	6
NC(N)=Nc1nc2ccccc2o1	-3	0.0	-3.0	-2	15	-2	-1	-5	0	1
Cc1ccc(C)c(NC(=O)CCc2ccc(S(=O)(=O)NC3CCCCC3)cc2)c1	-1	-0.5	-1.4	4	6	0	-9	-2	0	-6
COc1ccc(C(c2c(C)[nH]n(-c3ccccc3)c2=O)c2c(C)[nH]n(-c3ccccc3)c2=O)cc1OC	3	2.9	-0.4	-9	2	0	8	0	0	4
Cn1c(=O)c2c(nc(NCC3CCCO3)n2Cc2cccc(Br)c2)n(C)c1=O (configuration not stated)	-1	1.5	-3.2	2	16	2	16	-2	-4	-3
CCn1c(C)cc(/C=C2/SC(=S)N(CC(=O)O)C2=O)c1C	-3	-6.9	-3.5	-5	19	-16	-23	nt	8	6
C[C@@]12C(=O)Nc3cc(F)ccc3C(=O)N1[C@H]1c3cc(Br)ccc3OC[C@@H]1[C@@H]2c1ccccc1	2	-0.9	-3.8	6	17	0	-31	0	-3	3
CC1=CC2=NC(=O)/C(=C\c3cccn3CCOc3ccccc3C)C(=N)N2O1	2	0.7	1.7	-6	-12	-8	2	-2	-1	2
Cn1cccc1Cc1nnc(SCC(=O)NC2CCCC2)n1CCc1ccccc1	2	-0.1	-1.1	-7	6	0	18	nt	-6	10
Cc1cccc(C(=O)N2CCN(c3ccc(C(F)(F)F)cn3)CC2)c1C	0	0.1	1.4	0	-7	2	4	-3	-1	0
O=c1[nH]c(Cc2ccccc2)nc2ccccc12	0	-0.6	-3.5	-13	17	-1	15	21	5	2
CCOc1ccc(CCNC(=O)COC(=O)c2cccc(OC)c2O)cc1OCC	6	-1.0	0.1	-3	0	-1	-6	2	2	0
CCNC(=S)Nc1ccc(Cl)c(C(F)(F)F)c1	-1	1.9	3.4	3	-19	0	-8	-3	2	-3
COc1ccc(OC)c(Nc2ncnc3ccc(Br)cc23)c1	0	0.1	-0.8	0	4	3	1	-1	0	-3

# Next part.
SMILES	V-ATPase pH	LANA DNA inh	OPRM1-OPRD1 ag	RTF Ca sens inh	MOR-DOR inv ag	Keap1 Nrf2 FP	HTR5A inv ag	CAL PDZ FP	HTR5A ag	cardiac RTF act
COc1ccc(/C=C2\SC(=O)N=C2N)cc1OC	2	-1.5	-2.0	-4	10	0	3	-4	-1	4
CCCCOc1ccccc1C1CC(=O)NC2=C1C(=O)CCC2 (configuration not stated)	6	3.0	-0.2	1	1	-4	-15	0	6	1
COc1ccc(OCC(=O)Nc2ccccc2O)cc1	0	-0.6	-1.1	-8	6	0	7	0	3	5
Cc1ccc(C(=O)Nc2cccc(C(F)(F)F)c2)cc1Nc1cncnc1	-3&-3	-0.4	1.2	-11	-7	1	15	-1	8	7
O=C(c1ccc(Cl)c(S(=O)(=O)N2CCCCC2)c1)N1CCN(Cc2ccccc2)CC1	-1	-1.1	0.7	4	-3	8	-12	nt	5	-4
CSc1sc(-c2ccnc(SCC(=O)C(C)(C)C)n2)c2c1C(=O)CC(C)(C)C2	1	3.1	-4.7	1	23	7	-31	-6	-5	5
O=C(CSc1ncnc2nc[nH]c12)N1CCOCC1	0	-1.4	-1.4	-6	8	2	2	1	-1	-1
COc1ccc(-c2cc3ccc(OC)cc3cn2)cc1	2	1.3	1.6	0	-9	2	-14	-1	5	3

# Nothing new here: two of the compounds above.
SMILES	V-ATPase pH	LANA DNA inh	OPRM1-OPRD1 ag	RTF Ca sens inh	MOR-DOR inv ag	Keap1 Nrf2 FP	HTR5A inv ag	CAL PDZ FP	HTR5A ag	cardiac RTF act
COc1ccc(/C=C2\SC(=O)N=C2N)cc1OC	2	-1.5	-2.0	-4	10	0	3	-4	-1	4
CCCCOc1ccccc1C1CC(=O)NC2=C1C(=O)CCC2 (configuration not stated)	6	3.0	-0.2	1	1	-4	-15	0	6	1

# Three of the entries above in order of the LANA DNA inh value, falling.
mol	LANA DNA inh
CSc1sc(-c2ccnc(SCC(=O)C(C)(C)C)n2)c2c1C(=O)CC(C)(C)C2	3.1
Cc1ccc(C(=O)Nc2cccc(C(F)(F)F)c2)cc1Nc1cncnc1	-0.4
COc1ccc(OCC(=O)Nc2ccccc2O)cc1	-0.6

# Filtered by structure, the compounds so far with a nitro group on carbon
SMILES	V-ATPase pH	LANA DNA inh	OPRM1-OPRD1 ag	RTF Ca sens inh	MOR-DOR inv ag	Keap1 Nrf2 FP	HTR5A inv ag	CAL PDZ FP	HTR5A ag	cardiac RTF act
COC(=O)c1cc(C(=O)OCC(=O)NCc2cccs2)cc([N+](=O)[O-])c1	-6	-0.7	-0.2	-8	1	-3	-19	0	-5	-1
O=[N+]([O-])c1ccc(NN=Cc2cccc3ccccc23)nc1	-4	2.0	1.1	-15	-6	0	-17	-3	4	16
CCCCC(=O)Nc1ccc(NC(=O)c2ccc([N+](=O)[O-])cc2)cc1OC	1	-0.6	2.8	2	-14	-5	0	1	0	-1
COc1ccc(/C(N)=N/OC(=O)c2cccc([N+](=O)[O-])c2C)cc1OC	4	1.9	3.7	-6	-20	0	-18	-1	7	6
